High-throughput results (PubChem BioAssay)
Rac1 GTP hydrolysis: MgcRacGAP GTPase-activating activity inhibitors, confirmation, biochemical, ADP Hunter fluorescence. inhibition, % at 30 µM, or IC50 in µM where a hit was titrated. 340,000 compounds, 0.6% hits. MgcRacGAP-stimulated Rac1 GTP hydrolysis, ADP Hunter fluorescence; higher % means a stronger effect; GST-tagged Rac1 F28L mutant substrate;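 active = first-screen hits whose inhibition reached a set limit at any dose in the follow-up dose series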;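 also: fluorescence reports GDP produced by GAP-driven GTP hydrolysis; strong numbers were not always called active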
West Nile antiviral: West Nile virus antiviral activity, cell-based, CPE readout (AID 1621); West Nile virus-infected cells, CPE inhibition; higher % means a stronger effect; CPE inhibition, % at 10 µM; hits with a dose series show IC50 in µM; 290,000 compounds, 0.02% hits; in the data active = a potency from the dose series; also: strong numbers were not always called active
Salmonella PhoP GFP: inhibitors of PhoP regulon expression, primary screen, Salmonella Typhimurium, GFP reporter (AID 1863) | S. Typhimurium PhoP-regulated promoter GFP reporter, 4 h; higher % means a stronger effect | inhibition, % at 50 µM; hits with a dose series show IC50 in µM | 300,000 compounds, 0.16% hits;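 active = inhibition over 29.93%, a cutoff 3 SD above the screen mean, later confirmed by dose response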;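 also: 0% = low Mg2+ inducing control and 100% = high Mg2+ repressing control; strong numbers were not always called active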
NTR1 agonist: NTR1-driven beta-arrestin-GFP spot formation – imaging, U2OS cells, high content, primary screen (AID 493036) | P30989 | agonist mode | activation, % at 20 µM | 330,000 compounds, 0.17% hits;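 active = activation at or above 40% of the spot to cytoplasm intensity ratio, with at least 20 cells analyzed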;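 also: 0% = DMSO without peptide and 100% = 100 nM NTR1 peptide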
Target sequence (P30989 whole entry, looked up): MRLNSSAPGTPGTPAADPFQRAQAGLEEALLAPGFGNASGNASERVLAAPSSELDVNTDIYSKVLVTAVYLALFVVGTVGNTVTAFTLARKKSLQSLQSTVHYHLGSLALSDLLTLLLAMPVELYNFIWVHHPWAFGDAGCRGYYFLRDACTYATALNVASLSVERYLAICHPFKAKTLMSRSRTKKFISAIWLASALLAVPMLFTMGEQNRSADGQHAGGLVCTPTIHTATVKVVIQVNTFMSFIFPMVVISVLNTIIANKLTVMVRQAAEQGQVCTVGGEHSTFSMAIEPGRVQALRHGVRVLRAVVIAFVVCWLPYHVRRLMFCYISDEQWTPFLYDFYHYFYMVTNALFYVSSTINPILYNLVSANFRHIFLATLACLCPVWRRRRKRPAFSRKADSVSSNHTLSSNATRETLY
T cell HTS: modulates CD8 T cell binding to vesicles; AID 2052; 330,000 compounds, 0.068% hits; 2C CD8+ T cell-vesicle binding, flow cytometry; stronger effect = lower value; calls only at 7 µM;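 active = response, share of CD8 T cells binding vesicles, and their 90th percentile fluorescence all below set limits, cut at about 80% in these data, passing the limit was not always enough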
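Benchmarks: naked versus QL9-loaded vesicles / Assay system: purified 2C TCR transgenic mouse naive CD8+ T cells / Technique: high-throughput flow cytometry with anti-B7-1 and anti-CD8 staining / Timing: Cell–vesicle co-incubation 1.5 h at 37 °C, staining 20 min on ice / Read-out: percent CD8+ FL2 mean versus row control / Probe or stimulus: QL9-loaded Drosophila micro-vesicles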
RSV CPE inhibition: inhibition of RSV-induced cytopathic effect – HEp-2 cells, primary 10 µM value included (AID 2391). HEp-2 cells, RSV-induced CPE inhibition; higher % means a stronger effect. CPE inhibition, % at 10 µM, or IC50 in µM where a hit was titrated. 310,000 compounds, 0.13% hits; in the data active = a potency from the dose series; also: strong numbers were not always called active
UTI89 phage lysis: protection from phage-mediated lysis, alamar blue read-out – E. coli UTI89, K1F phage, bacterial capsule biogenesis inhibitors (AID 488966) | E. coli UTI89 K1F phage lysis, alamar blue, 2 h; higher % means a stronger effect | one-dose inhibition, % at 100 µM; IC50 in µM for titrated hits | 340,000 compounds, 0.02% hits;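 active = phage lysis inhibition, versus mean bacterial control, above a set limit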;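 also: capsule biogenesis inhibitors block K1F phage lysis so surviving cells raise fluorescence; higher fluorescence means more inhibition of phage lysis; actives were called in the ten point dose series up to 300 µM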
NS5 inhibitors: Dengue-2 NS5 methyltransferase inhibitors, primary screen, biochemical, confirmation dose response (AID 588689). Dengue-2 NS5 methyltransferase capping enzyme assay, biochemical; higher % means a stronger effect. one-dose inhibition, % at 25 µM; IC50 in µM for titrated hits. 340,000 compounds, 0.3% hits; in the data active = a potency from the dose series
Large T inhibition: TAg ATPase/helicase activity blockers – biochemical (AID 1903); SV40 large T antigen ATPase/helicase inhibition assay; higher % means a stronger effect; inhibition, % at 20 µM; hits with a dose series show IC50 in µM; 310,000 compounds, 0.39% hits; in the data active = a potency from the dose series; also: strong numbers were not always called active
T cell HTS vesicle-bound %: also measured in T cell HTS; calls as there; double positive events, %; measured here: CD8+ vesicle-bound cell fraction;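 binding gate set so that unloaded-vesicle control wells show 10% double positive cells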
NTR1 agonist cell count 20 µM: also measured in NTR1 agonist; calls as there; cell count; measured here: cell count, cytotoxicity flag
NS5 inhibitors pilot replicate: second read-out of NS5 inhibitors, no call of its own (marks repeat the call); inhibition, %; measured here: pilot screen replicate inhibition
* hit, by the source's call; i = inactive; . = not tested or not shown; [ ] = remark or other dose.

SMILES	Rac1 GTP hydrolysis	West Nile antiviral	Salmonella PhoP GFP	NTR1 agonist	NTR1 agonist cell count 20 µM	T cell HTS	T cell HTS vesicle-bound %	RSV CPE inhibition	UTI89 phage lysis	NS5 inhibitors	Large T inhibition	others
O=c1[nH]c2cc3c(cc2cc1CN(CCCO)C(=S)NCc1ccco1)OCO3	-8%	-0.1%	-1%	-0.3	43	i	51	-1.1%	-0.6%	9%	27%
Cc1ccc(NC(=O)CSc2ccc(-c3cccnc3)nn2)cc1Cl	14%	.	-6%	-0.7	43	i	26	6.8%	0.2%	0%	24%
CCOc1ccccc1NS(=O)(=O)c1ccc2oc(=O)ccc2c1	13%	0.6%	3%	0.5	43	i	58	0.9%	0.2%	-3%	2%
Cc1cccc(C(=O)NCC(=O)OCC(=O)N2CCCCC2)c1	12%	0.1%	-8%	2.6	61	i	22	1.9%	0.3%	-8%	7%
COC(=O)c1cnc(Nc2cccc(C(F)(F)F)c2)c([N+](=O)[O-])c1	4%	-1.3%	-2%	1.3	54	i	44	2.0%	-0.4%	3%	6%
CC(=O)NCCc1nc2cc(NC(=O)c3cccs3)ccc2n1C	4%	0.2%	-2%	3.2	55	i	16	1.0%	0.4%	1%	4%
CCOc1ccc2nc(NC(=O)CN3CCN(CC)CC3)sc2c1	5%	-0.2%	6%	-0.5	56	i	56	-0.5%	0.4%	-8%	7%
COc1ccc(Cc2nnc(SCC(=O)Nc3ccc(N4CCOCC4)cc3)o2)cc1	0%	-0.8%	3%	-1.8	42	i	23	1.9%	-0.1%	-6%	8%
O=C1CCC/C1=c1\s/c(=C\c2cccnc2)c(=O)n1-c1ccccc1	20%	0.4%	-5%	4.2	48	i	38	4.7%	-0.4%	16%	10%
CCOc1ccc2nc(NC(=O)c3ccc(OC)c(S(=O)(=O)N4CCOCC4)c3)sc2c1	1%	1.4%	1%	4.0	77	i	40	15%	0.4%	-6%	3%
CS(=O)(=O)N(CC(=O)N1CCN(c2ccc(F)cc2)CC1)c1cccc(Cl)c1	6%	-1.1%	14%	1.1	78	i	50	0.2%	0.0%	-2%	-1%
Cc1cc(C)n(CC(=O)NNC(=O)c2ccc(NC(=O)CC#N)cc2)n1	4%	.	.	-1.2	50	i	33	0.1%	0.4%[50 µM]	-13%	.
Cc1cccc(CC(=O)c2c[nH]c3ccccc23)c1	.	-0.4%	1%	0.5	58	i	29	0.1%	.	.	5%
CCOc1cc(C)c(S(=O)(=O)N2CCCCC2)cc1C	2%	-1.6%	-7%	-0.6	30	i	27	4.3%	0.2%	3%	11%
Cc1[nH]c(=O)[nH]c(=O)c1N(C)C	3%	0.4%	10%	-0.4	71	i	28	0.7%	0.5%	.	7%
O=C(O)CC(c1ccc(F)cc1F)N1Cc2ccccc2C1=O (stereo not given)	5%	-0.5%	-1%	-0.5	43	i	46	2.9%	0.2%	0%	2%
COc1ccc(CCNC(=O)COc2ncnc3ccccc23)cc1OC	2%	0.0%	3%	1.2	61	i	55	2.7%	0.8%	-3%	4%
CCN(CC)S(=O)(=O)c1ccc(N2Cc3ccccc3C2=N)cc1	-2%	0.2%	3%	0.5	64	i	34	-1.4%	0.2%	-50%	12%
Cc1ccc(Cn2c(CN3CCOCC3)nc3c2c(=O)n(C)c(=O)n3C)cc1	-4%	-0.6%	6%	-1.6	95	i	25	-0.6%	-0.4%	-11%	-4%
O=C(O)Cn1c(-c2cscn2)nc2ccccc21	2%	0.0%	-22%	-2.1	60	i	16	1.8%	0.2%	-6%	2%

In the list so far, these contain a Cl atom.
SMILES	Rac1 GTP hydrolysis	West Nile antiviral	Salmonella PhoP GFP	NTR1 agonist	NTR1 agonist cell count 20 µM	T cell HTS	T cell HTS vesicle-bound %	RSV CPE inhibition	UTI89 phage lysis	NS5 inhibitors	Large T inhibition	others
Cc1ccc(NC(=O)CSc2ccc(-c3cccnc3)nn2)cc1Cl	14%	.	-6%	-0.7	43	i	26	6.8%	0.2%	0%	24%
CS(=O)(=O)N(CC(=O)N1CCN(c2ccc(F)cc2)CC1)c1cccc(Cl)c1	6%	-1.1%	14%	1.1	78	i	50	0.2%	0.0%	-2%	-1%

More results follow:
SMILES	Rac1 GTP hydrolysis	West Nile antiviral	Salmonella PhoP GFP	NTR1 agonist	NTR1 agonist cell count 20 µM	T cell HTS	T cell HTS vesicle-bound %	RSV CPE inhibition	UTI89 phage lysis	NS5 inhibitors	Large T inhibition	others
Cc1nnc(SCC2=C(C(=O)O)N3C(=O)C(NC(=O)c4cccc(F)c4F)C3SC2)s1 (stereo not given)	13%	0.7%	7%	-0.4	31	i	18	0.7%	0.2%	38%	28%
O=C(NC(CO)Cc1ccc([N+](=O)[O-])cc1)C(Cl)Cl (stereo not given)	8%	-1.8%	10µM*	0.7	81	i	57	-0.4%	0.8%	4%	4%
COc1ccc(N2CC(C(=O)N[C@@H](C)C(=O)NCc3ccccc3OC)CC2=O)cc1 (stereo not given in full)	13%	0.1%	-10%	-0.8	58	i	0	0.9%	-7.1%	3%	8%
COc1cccc(NC(=O)CN(C)C(=O)c2cccc(S(=O)(=O)Nc3ccc(C)cc3)c2)c1	7%	.	.	3.4	45	i	37	0.9%	-0.2%[50 µM]	-3%	.
O=C(C1CCN(S(=O)(=O)c2ccccc2)CC1)N1CCc2ccccc21	5%	-1.0%	-4%	-1.1	49	i	22	1.4%	0.9%[50 µM]	1%	8%
CC1CCCN(C(C(=O)Nc2ccc3c(c2)OCO3)c2ccccc2)C1 (stereo not given)	2%	-0.2%	6%	-0.8	87	i	42	2.2%	0.7%	-4%	34%
CSCCC1NC(=O)N(CC(=O)Nc2ccc3c(c2)OCCO3)C1=O (stereo not given)	2%	.	.	-0.8	83	i	28	.	0.4%[50 µM]	-9%	.
O=C(CN(CC1CCCO1)C(=O)CCC(=O)Nc1ccccn1)NCC1CCCO1 (stereo not given)	10%	0.3%	-7%	-0.9	46	i	44	0.3%	0.8%	-3%	15%
C=C1C(=O)O[C@H]2C[C@]3(C)C([C@@H](OC(=O)/C(C)=C/C)[C@H]12)[C@](C)(O)CC[C@H]3O (stereo not given in full)	9%	-1.0%	-1%	1.2	79	i	46	1.2%	0.3%	-12%	1%
O=C(NC1CCCCCC1)C1CCC(CNS(=O)(=O)c2ccc(Br)s2)CC1 (stereo not given)	9%	-0.5%	-3%	0.2	52	i	5	3.0%	-2.4%	2%	5%
COc1cc(C=O)ccc1OCc1ccc(Cl)nc1	6%	0.7%	-6%	1.2	63	i	29	3.1%	0.1%	-4%	6%
O=C(Nc1ccccc1)OCCOc1ccccc1	9%	-0.6%	19%	1.0	80	i	55	8.8%	1.4%	1%	-4%
COC(=O)C1=C(C)NC(=O)/C1=C\c1cc(C)n(-c2c(C)cccc2C)c1C	10%	-0.8%	-4%	0.2	55	i	34	44%	2.9%	4%	10%
O=C(/C=C/c1cccs1)N1CCN(c2ccccc2F)CC1	3%	-0.7%	-8%	-1.0	54	i	39	1.8%	3.6%	0%	1%
Cc1cc(OCC(=O)NC2CCN(Cc3ccccc3)CC2)c2c(C)c(C)c(=O)oc2c1	-5%	-0.7%	3%	2.3	70	i	48	0.1%	0.2%	30%	9%
CC(NC(=O)c1ccc(NC2=NC3CS(=O)(=O)CC3S2)cc1)c1ccccc1 (stereo not given)	9%	0.6%	.	2.4	59	i	25	1.5%	0.6%	3%	20%
COc1cc2ccccc2cc1C(=O)Nc1ccccc1N1CCN(S(C)(=O)=O)CC1	6%	0.0%	-10%	-0.6	48	i	17	11%	0.3%	-2%	20%
O=C(NNC(=O)C1CCCO1)c1ccc(F)cc1 (stereo not given)	6%	0.0%	-3%	-2.4	60	i	10	1.8%	1.8%[50 µM]	-1%	13%
O=c1oc(-c2ccco2)nc2sc3c(c12)CCCCC3	11%	0.1%	3%	5.1	46	i	39	0.9%	-0.2%	-1%	9%
CC(C)(C)OC(=O)NC(Cc1ccccc1)C(=O)N1CCCC1C(=O)O (stereo not given)	2%	0.6%	-6%	-2.0	53	i	61	0.1%	0.5%	-4%	8%
O=C(CSCc1ccc(Cl)cc1)NCc1ccccn1	5%	-0.5%	10%	-0.5	100	i	47	0.3%	0.8%	-2%	1%
CN(Cc1cccc(F)c1)C(=O)c1ccc(S(=O)(=O)C(F)F)cc1	11%	-0.2%	11%	1.8	84	i	39	2.9%	0.2%	-3%	5%	NS5 inhibitors pilot replicate=-6.7
CCOC(=O)CSc1nc2ccsc2c(=O)n1C1CCN(C(=O)OCC)CC1	1%	0.1%	2%	2.2	79	i	8	-0.6%	0.6%	8%	2%
COc1ccc(C(=O)OCCN2CCN(C3=NS(=O)(=O)c4ccccc43)CC2)cc1OC	7%	-0.4%	0%	-0.5	43	i	50	2.0%	0.1%	-3%	26%
Nc1cc(=O)[nH]c(SCc2nnc(-c3ccccc3)o2)n1	7%	1.0%	6%	-0.1	98	i	23	0.3%	1.2%	-6%	2%
COc1ccccc1C1=NNC(=NCc2ccccc2)SC1	16%	-0.2%	4%	0.3	33	i	54	4.5%	1.2%	-1%	8%
CCn1c(COc2ccc(=O)n(-c3ccccc3)n2)nnc1SCc1ccc(OC)cc1	11%	-0.9%	2%	2.5	103	i	31	1.6%	0.1%	-3%	9%
Cc1nc(NC(=S)NC(=O)c2cccs2)ccc1Br	2%	-1.3%	0%	4.3	43	i	12	4.1%	0.7%	-1%	9%
CCn1c(=O)n(CC(=O)Nc2ccc(F)cc2)c(=O)c2ccccc21	12%	0.0%	2%	1.5	91	i	36	2.4%	0.3%	0%	23%
CCOC(=O)c1ccc(Oc2c(C)oc3cc(OS(C)(=O)=O)ccc3c2=O)cc1	4%	-0.9%	0%	0.0	35	i	45	6.3%	1.8%	3%	8%
COc1c(OC)c(O)c2c(=O)c(O)c(-c3ccccc3)oc2c1OC	1%	-0.6%	-3%	4.7	80	i	34	1.2%	0.8%	7%	14%
CCCN1CCC(Oc2cccc(C(=O)NCCc3ccccc3)c2)CC1	2%	0.4%	-1%	1.5	55	i	27	0.9%	0.0%	-3%	-3%
CCCCc1cc(=O)oc2c(C)c(OCC(=O)N3CCC(C(=O)O)(c4ccccc4)CC3)ccc12	0%	0.4%	6%	2.8	86	i	13	.	6.1%	1%	14%
Cc1ccccc1CS(=O)(=O)Cc1ccc(C(=O)NC2CCCCC2)o1	5%	0.1%	-3%	0.4	63	i	17	0.1%	0.2%	-8%	-4%
